# Wee1 degr inh – human Wee1 degradation inhibition, primary screen; actives 1.2% (n = 220,000); reporter increase, % at 5 µM; P30291; HeLa Luc-Wee1K328M stability, luciferase luminescence; 100% = proteasome inhibitor MG132 effect;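 active = activation above the mean of all tested compounds plus 3 SD, set per screening run, cut at about 8.8% in these data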;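 also: cells exposed to compound for 20 h before luminescence read; 0% = DMSO alone and 100% = MG132 at 30 µM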
# Rad51 HR inh – Rad51 (human) homologous recombination inhibition; actives 0.085% (n = 200,000); hRad51 DNA strand exchange, fluorescence dequenching; inhibition, % at 10 µM; Q06609;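 active = inhibition above 40% at the single screening dose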;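 also: 0% = DMSO control wells and 100% = blanks with heterologous ssDNA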
#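 Test system: preformed human Rad51 ssDNA filaments. Compound dosing: single dose, 10 µM final compound. Incubation: filaments 15 min 37 °C, then compound 30 min. Technique: FRET fluorescence dequenching, excitation 485 nm, emission 520 nm. Read-out basis: percent inhibition from fluorescence, normalised to plate control and blank means. Benchmarks: plate controls and plate blanks.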
# FXIIa inh 1536 – inhibitors of human coagulation factor XIIa | inhibition, % at 5 µM | actives 0.3% (n = 220,000) | purified FXIIa, Boc-QGR-AMC fluorogenic substrate, 2 h | AID 800; in the data active = inhibition above about 40%;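 also: 0% = enzyme with no compound and 100% = blank without enzyme; many of its hits are not listed in these tables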
# FXIa inh – factor XIa (human) inhibition. inhibition, % at 5 µM. actives 0.14% (n = 220,000). AID 798. P03951. purified FXIa, Boc-Glu-Ala-Arg-AMC fluorogenic substrate;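 active = inhibition of at least 40%; inactive = inhibition below 40%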;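 also: fluorescence of freed AMC excited at 355 nm; 0% = enzyme without compound and 100% = no enzyme blank; many of its hits are not listed in these tables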
# Mdm2 ligase inh – blocks human Mdm2 ubiquitin ligase activity; cell-based MDM2 ubiquitination luciferase reporter, 2 h; 0 = plate control, 100 = twice control, blank-subtracted; Q00987; signal enhancement, % at 5 µM; AID 1230; actives 0.11% (n = 210,000);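 active = signal enhancement of 30% or more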;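 also: luminescence tracks abundance of the self-degrading MDM2-luciferase fusion protein; higher signal means inhibition of MDM2 E3 ligase activity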
#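 Assay system: mammalian cells stably expressing self-ubiquitinating, self-degrading MDM2 E3–luciferase fusion. Quantity: 2000 cells in each well. Medium: DMEM culture medium. Compound dosing: single-point 5 µM. Timing: cell settling 4 h, compound treatment 2 h, both 37 °C. Technique: luciferase luminescence. Read-out basis: percent signal gain over controls, blank-subtracted. Benchmarks: plate controls and plate blanks.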
# hK5 inh – inhibitors of human kallikrein 5; actives 0.59% (n = 210,000); Q9Y337; AID 873; inhibition, % at 5 µM; recombinant hK5, fluorogenic AMC substrate cleavage;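 active = inhibition of 40% or more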;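 also: 0% = enzyme controls without compound and 100% = no-enzyme blanks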
# Target sequence (Q9Y337 67-293 limits assumed): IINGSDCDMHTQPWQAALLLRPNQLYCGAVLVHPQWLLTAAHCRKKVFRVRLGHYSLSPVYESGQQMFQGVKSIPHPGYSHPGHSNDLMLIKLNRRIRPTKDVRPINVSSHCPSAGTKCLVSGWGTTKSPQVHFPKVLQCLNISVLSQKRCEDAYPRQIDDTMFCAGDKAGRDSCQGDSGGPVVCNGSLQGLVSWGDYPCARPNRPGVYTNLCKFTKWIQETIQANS
# p97 inhibitor – human p97 ATPase inhibition; actives 0.42% (n = 220,000); recombinant p97 ATPase, Kinase-Glo ATP luminescence, 3 h; inhibition, % at 8 µM; in the data active = inhibition above about 15%;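 also: 0% = DMSO vehicle and 100% = wells lacking enzyme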
# Target sequence (P55072 whole entry, looked up): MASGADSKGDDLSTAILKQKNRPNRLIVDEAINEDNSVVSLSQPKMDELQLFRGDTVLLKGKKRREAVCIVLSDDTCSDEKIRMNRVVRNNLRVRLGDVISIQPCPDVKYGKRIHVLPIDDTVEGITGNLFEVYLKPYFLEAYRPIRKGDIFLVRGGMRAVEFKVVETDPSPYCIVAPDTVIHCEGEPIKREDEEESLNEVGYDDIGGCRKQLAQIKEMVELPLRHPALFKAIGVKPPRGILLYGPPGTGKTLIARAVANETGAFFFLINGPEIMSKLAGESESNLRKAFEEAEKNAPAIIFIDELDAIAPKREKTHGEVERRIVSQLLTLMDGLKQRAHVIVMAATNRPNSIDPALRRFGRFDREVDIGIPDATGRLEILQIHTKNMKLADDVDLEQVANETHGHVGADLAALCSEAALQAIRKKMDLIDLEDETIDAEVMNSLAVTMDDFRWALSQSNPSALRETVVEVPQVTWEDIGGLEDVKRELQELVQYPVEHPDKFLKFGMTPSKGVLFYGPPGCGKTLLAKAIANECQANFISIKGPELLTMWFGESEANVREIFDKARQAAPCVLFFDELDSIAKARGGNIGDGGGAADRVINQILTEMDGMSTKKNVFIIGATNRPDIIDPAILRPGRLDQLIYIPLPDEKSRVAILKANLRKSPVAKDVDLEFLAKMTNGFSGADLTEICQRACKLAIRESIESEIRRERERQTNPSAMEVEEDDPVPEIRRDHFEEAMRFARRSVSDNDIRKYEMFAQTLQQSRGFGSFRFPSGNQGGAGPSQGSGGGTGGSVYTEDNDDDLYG
# 14-3-3 Bad inh – disrupts binding of bovine 14-3-3 zeta to phospho-Bad peptide. TR-FRET 14-3-3zeta/Dy647-pBad peptide displacement, 1 h. inhibition, % at 21.7 µM. actives 0.71% (n = 220,000). AID 781;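 active = inhibition above about 70%, limit read from the data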;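 also: 0% = full 14-3-3 plus peptide FRET controls and 100% = background without 14-3-3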
# eIF4E-4G inh – blocks eIF4E binding to eIF4G; P63073+Q04637; TR-FRET eIF4E-eIF4GI(517-606) binding, 2 h; inhibition, % at 21.7 µM; actives 0.37% (n = 220,000); AID 782;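 active = inhibition above about 30%, limit read from the data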;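 also: 0% = full FRET control wells and 100% = background wells lacking eIF4GI fragment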
# * marks the source's active call; other numbers are inactive results; x = no result given; [ ] = dose if it differs, or a comment.
entry	SMILES	Wee1 degr inh	Rad51 HR inh	FXIIa inh 1536	FXIa inh	Mdm2 ligase inh
1	CN(C)C(=O)CSc1nc2ccccc2c(=O)[nH]1	-2	x	11	-1	0
2	O=C(Nc1cccnc1)C1(F)C(F)(F)C(F)(F)C(F)(F)C(F)(F)C1(F)F	0	-7	-2	2	-2
3	Cc1ccccc1CN1CCN(C(=O)c2cccc(F)c2)CC1	-3	4	4	-3	-25
4	O=C1c2ccccc2C(=O)N1c1ccccc1S(=O)C(F)(F)F (stereo not drawn)	0	0	1	1	-4
5	O=C(CSc1nnc(-c2ccco2)n1CC1CCCO1)c1ccccc1 (stereo not drawn)	-1	5	0	-9	-13
6	O=C(OCCCN=C1NS(=O)(=O)c2ccccc21)c1cccs1	-2	x	4	-2	-8
7	CC(C)C(=O)Nc1ccc(N2CCN(S(C)(=O)=O)CC2)cc1	-1	12	16	3	-5
8	Cc1nnc(SC2CC(=O)N(c3ccccc3)C2=O)s1 (stereo not drawn)	-1	5	12	7	-1
9	CCSc1nnc(NC(=O)c2cc(-c3ccc(C)c(C)c3O)n[nH]2)s1	0	6	6	19	-19
10	CC(C)NC(=S)N1CCn2c(nc3ccccc32)C1	-3	-2	1	-2	8

entry	hK5 inh	p97 inhibitor	14-3-3 Bad inh	eIF4E-4G inh
1	-45	-2	3	-6
2	6	2	57	0
3	0	-3	58	2[fluorescence artefact?]
4	-10	1	14	1
5	-8	1	-11	0
6	0	3	-3	1
7	1	3	11	6
8	-9	4	8	-1
9	-59	7	3[fluorescence artefact?]	-5
10	-13	0	-15	6

# (listing goes on)
entry	SMILES	Wee1 degr inh	Rad51 HR inh	FXIIa inh 1536	FXIa inh	Mdm2 ligase inh
11	CCOc1ccccc1NC(=O)Nc1ccc(Br)cn1	1	x	10	-2	-6
12	Cc1cc(NC(=O)c2ccco2)ccc1NC(=O)Cc1cccs1	-3	-1	11	3	x
13	CN1C(=O)N(C)C2C1NC(=O)N2C (stereo not drawn)	-3	0	3	6	7
14	Cc1cc(NC(=O)CN2CCN(S(=O)(=O)c3ccc(Cl)cc3)CC2)no1	-2	1	4	-3	x
15	CCC(C)NC(=O)c1ccc(CSc2nc3ccncc3n2Cc2ccc(F)cc2)cc1 (stereo not drawn)	-1	0	16	7	x
16	Cc1ccc(NC(=O)C(C)N2C(=O)c3ccccc3C2=O)cc1S(=O)(=O)N1CCOCC1 (stereo not drawn)	-2	12	7	-4	-8
17	O=C(O)c1cc2ccccc2c2cc(Br)ccc12	4	13	5	-10	-14
18	Cn1c(-c2cccc3ccccc23)n[nH]c1=S	-1	0	4	-3	-2
19	CCOc1ccc(N2CC(C(=O)NCCN3C(=O)S/C(=C\c4cccnc4)C3=O)CC2=O)cc1 (stereo not drawn)	2	-1	3	-5	-3
20	CCOC(=O)Cc1cc(OC)c(OC)cc1Cc1cc(OC)c(OC)cc1CC(=O)OCC	-2	1	-4	-12	-23

entry	hK5 inh	p97 inhibitor	14-3-3 Bad inh	eIF4E-4G inh
11	1	4	-7	-1
12	-4	-7	-3[fluorescence artefact?]	4
13	0	2	-1	4
14	-6	-5	-5	-12[fluorescence artefact?]
15	-8	5	-3	-2
16	1	5	-7	-1
17	3	9	-1	1
18	-20	2	-8	18
19	-5	4	-2	0
20	-10	-5	10	4

# Next part.
entry	SMILES	Wee1 degr inh	Rad51 HR inh	FXIIa inh 1536	FXIa inh	Mdm2 ligase inh
21	CCCc1c(-c2ccc(O)cc2)nn(-c2ccc(O)cc2)c1-c1ccc(O)cc1	x	-3	9	2	-2
22	Cc1cc(C)n(CC(=O)N2CCCC(C(=O)c3cccc(OC(C)C)c3)C2)n1 (stereo not drawn)	-1	x	6	0	-11
23	O=C(c1ccc(N2CCN(C3CC(=O)N(c4ccc(F)cc4)C3=O)CC2)cc1)c1cccnc1 (stereo not drawn)	1	1	11	3	2
24	COc1ccc(CNC(C)C2COc3ccccc3O2)c(OC)c1 (stereo not drawn)	3	3	7	-6	-17
25	Clc1ccc(COc2ccccn2)c(Cl)c1	0	1	-7	-6	-17
26	COc1ccc(-c2csc(NC(=O)CSc3nc(C)cs3)n2)cc1	0	-2	14	10	1
27	CN1CCN(C(=O)c2ccc(CSc3ccc(Cl)cc3)cc2)CC1	1	-4	0	-1	-14
28	CCN(CCCNC(=O)CCCOc1cc(=O)n(C)c2ccccc12)Cc1ccccc1	1	-14	22	11	-93
29	CC(C)OCCCNC(=O)C(C)Oc1ccccc1 (stereo not drawn)	-2	-4	11	-10	-25
30	Cc1ccc(-n2c(N)c(C#N)c(-c3ccccc3)c(C#N)c2=O)cc1	-2	4	13	5	-8

entry	hK5 inh	p97 inhibitor	14-3-3 Bad inh	eIF4E-4G inh
21	1	x	-2	-16
22	19	1	-2	2
23	-8	-3	7	-1[fluorescence artefact?]
24	-1	-6	28[fluorescence artefact?]	-1[fluorescence artefact?]
25	11	3	1[fluorescence artefact?]	2[fluorescence artefact?]
26	-4	1	8[fluorescence artefact?]	1[fluorescence artefact?]
27	-12	-1	10	4
28	22	-4	6	1
29	-22	-1	-10	-5[fluorescence artefact?]
30	-13	6	-7	-2[fluorescence artefact?]

# The list goes on.
entry	SMILES	Wee1 degr inh	Rad51 HR inh	FXIIa inh 1536	FXIa inh	Mdm2 ligase inh
31	O=C(COc1ncnc2ccc(Br)cc12)N1CCOCC1	1	1	4	2	-3
32	COc1ccccc1NC(=O)CSc1nc2ccccc2n1C(C)=O	-3	-6	13	2	-19
33	CC1(C(=O)N/N=C/c2ccc([N+](=O)[O-])o2)CC1(Br)Br (stereo not drawn)	2	5	0	7	0
34	COCCNC(=O)C(C)Oc1ccc(Cl)cc1Cl (stereo not drawn)	1	x	6	2	8
35	Cc1cccc(N2N=C(C(=O)N3CC(=O)Nc4ccccc43)CCC2=O)c1	-1	-33	44*	33	3
36	O=C(CCc1ccccc1)Nc1ccccc1	0	3	4	-6	-12
37	Nc1nc2ccccc2n1C(=O)c1ccc(F)cc1	4	2	5	0	-49
38	Cc1ccc(C(=O)NCC(=O)OCC(=O)N2CCCc3ccccc32)cc1	-1	-5	-1	-2	-4
39	Cc1cc2ccccc2c(=O)n1CC(=O)NCC(=O)N1CCN(c2ccccc2)CC1	0	-6	14	4	-20
40	O=C(Nc1ccc(Oc2cccnc2)cc1)c1ccc([N+](=O)[O-])cc1	-1	0	0	-3	-14

entry	hK5 inh	p97 inhibitor	14-3-3 Bad inh	eIF4E-4G inh
31	-5	3	6	5
32	-11	8	-4	-2
33	-5	3	-5[fluorescence artefact?]	2
34	3	-1	13[fluorescence artefact?]	0
35	34	-4	2	0
36	-5	0	-8	0
37	2	-6	2	1
38	-10	-6	15[fluorescence artefact?]	-5[fluorescence artefact?]
39	-2	6	4	7
40	-7	4	-2	-2

# (listing goes on)
entry	SMILES	Wee1 degr inh	Rad51 HR inh	FXIIa inh 1536	FXIa inh	Mdm2 ligase inh
41	CCN(CC)S(=O)(=O)c1ccc(C)c(N=C=S)c1	5	-1	2	-2	-5
42	Cc1ccc2[nH]c3c(=O)n(Cc4ccccn4)cnc3c2c1	-2	-2	7	-3	-13
43	O=C(OCC(=O)N1CCCCCC1)c1ccc([N+](=O)[O-])cc1Cl	3	3	8	-2	0
44	O=C1CCCC2=C1C(O)(C(F)(F)F)C(=O)N2Cc1ccccc1 (stereo not drawn)	-1	-5	8	6	-21
45	Clc1ccccc1OCc1nn[nH]n1	-2	-19	5	-3	-14
46	O=C(Cn1cncn1)N/N=C/c1ccccc1O	-3	-1	1	-4	3
47	Cc1n[nH]c(C)c1S(=O)(=O)N1CCN(C2CCCCC2)CC1	5	-8	5	-5	x
48	CCN(CC)c1cc2nc(C)n(Cc3ccccc3)c(=O)c2cc1NC(=O)C1CC1	1	1	21	7	x
49	CN(C(=O)c1cccc(C#N)c1)c1nnc(-c2cnccn2)s1	-3	-2	-6	-8	-4
50	Cc1ccc(C)c(OCC(O)CN2CCC(CN3C(=O)c4cccc5cccc(c45)C3=O)CC2)c1 (stereo not drawn)	-2	12	8	6	-36

entry	hK5 inh	p97 inhibitor	14-3-3 Bad inh	eIF4E-4G inh
41	-3	9	-3	0
42	-14	3	-4	-10
43	1	-1	4	4
44	10	4	7	-2
45	-4	3	2	-1
46	-13	6	-8	0
47	-4	-2	-10[fluorescence artefact?]	0[fluorescence artefact?]
48	-3	2	12[fluorescence artefact?]	0
49	11	4	0	10
50	-21	3	-16	-3

# Carrying on.
entry	SMILES	Wee1 degr inh	Rad51 HR inh	FXIIa inh 1536	FXIa inh	Mdm2 ligase inh
51	COc1ccc(CSc2nnnn2C)cc1F	-3	26	-1	2	-7
52	O=C(O)Cc1cc(I)c(Oc2ccc(O)c(I)c2)c(I)c1	1	-17	2	5	x
53	COCCCNS(=O)(=O)c1ccc(Oc2ncc(C(F)(F)F)cc2Cl)cc1	5	-6	11	1	-9
54	Cc1ccc(-c2ccc(/C=C3\C(=O)ON=C3c3ccccc3)o2)c([N+](=O)[O-])c1	0	-4	6	4	-8
55	O=C(CCc1nnc(CCCCc2ccccc2)o1)NCCC1CCCCO1 (stereo not drawn)	-3	x	2	-1	-25
56	CCOc1ccc(N(CC(=O)O)S(=O)(=O)c2ccc(F)cc2)cc1	2	x	-4	4	20
57	COc1ccc(/C=N\NS(=O)(=O)c2ccc(C)cc2)cc1COc1ccccc1[N+](=O)[O-]	5	4	13	6	-2
58	Cc1ccc(C)c(N2C(=O)CN=C2Nc2ccccc2Cl)c1	0	3	5	5	-4
59	CCOCC(=O)Nc1ccc(F)c(F)c1	0	-4	0	-9	-10

entry	hK5 inh	p97 inhibitor	14-3-3 Bad inh	eIF4E-4G inh
51	8	3	-1	-2
52	-10	3	3	2[fluorescence artefact?]
53	-1	-5	-2	-13
54	-12	-6	17	-3
55	x	2	2	2
56	-5	0	2	0[fluorescence artefact?]
57	12	2	-4[fluorescence artefact?]	5
58	3	3	53	2
59	-10	5	23	-1

# From entry 49 up to 56, as listed above:
entry	SMILES	Wee1 degr inh	Rad51 HR inh	FXIIa inh 1536	FXIa inh	Mdm2 ligase inh
49	CN(C(=O)c1cccc(C#N)c1)c1nnc(-c2cnccn2)s1	-3	-2	-6	-8	-4
50	Cc1ccc(C)c(OCC(O)CN2CCC(CN3C(=O)c4cccc5cccc(c45)C3=O)CC2)c1 (stereo not drawn)	-2	12	8	6	-36
51	COc1ccc(CSc2nnnn2C)cc1F	-3	26	-1	2	-7
52	O=C(O)Cc1cc(I)c(Oc2ccc(O)c(I)c2)c(I)c1	1	-17	2	5	x
53	COCCCNS(=O)(=O)c1ccc(Oc2ncc(C(F)(F)F)cc2Cl)cc1	5	-6	11	1	-9
54	Cc1ccc(-c2ccc(/C=C3\C(=O)ON=C3c3ccccc3)o2)c([N+](=O)[O-])c1	0	-4	6	4	-8
55	O=C(CCc1nnc(CCCCc2ccccc2)o1)NCCC1CCCCO1 (stereo not drawn)	-3	x	2	-1	-25
56	CCOc1ccc(N(CC(=O)O)S(=O)(=O)c2ccc(F)cc2)cc1	2	x	-4	4	20

entry	hK5 inh	p97 inhibitor	14-3-3 Bad inh	eIF4E-4G inh
49	11	4	0	10
50	-21	3	-16	-3
51	8	3	-1	-2
52	-10	3	3	2[fluorescence artefact?]
53	-1	-5	-2	-13
54	-12	-6	17	-3
55	x	2	2	2
56	-5	0	2	0[fluorescence artefact?]

# Screens (PubChem BioAssay)
